# bIAP activator: increases bovine intestinal alkaline phosphatase activity; purified bovine IAP, CDP-star luminescence, 30 min; hits give high values; fold of DMSO-control signal, blank-subtracted; activation factor at 20 µM; 200,000 compounds, 0.17% hits;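 active means activation factor of 2 or more at 20 µM, a signal rise over negative controls twice the positive control's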
# TNAP inh no acc: blocks human TNAP activity with no phosphate acceptor present; purified TNAP, CDP-star luminescence, 30 min; inhibition, % at 20 µM; 200,000 compounds, 0.26% hits;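 active means tissue-nonspecific alkaline phosphatase inhibition above about 50% at 20 µM in the single-dose screen, limit read from the data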;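 further: 0% = DMSO negative control and 100% = EDTA positive control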
# Target sequence (P05186 whole entry, looked up): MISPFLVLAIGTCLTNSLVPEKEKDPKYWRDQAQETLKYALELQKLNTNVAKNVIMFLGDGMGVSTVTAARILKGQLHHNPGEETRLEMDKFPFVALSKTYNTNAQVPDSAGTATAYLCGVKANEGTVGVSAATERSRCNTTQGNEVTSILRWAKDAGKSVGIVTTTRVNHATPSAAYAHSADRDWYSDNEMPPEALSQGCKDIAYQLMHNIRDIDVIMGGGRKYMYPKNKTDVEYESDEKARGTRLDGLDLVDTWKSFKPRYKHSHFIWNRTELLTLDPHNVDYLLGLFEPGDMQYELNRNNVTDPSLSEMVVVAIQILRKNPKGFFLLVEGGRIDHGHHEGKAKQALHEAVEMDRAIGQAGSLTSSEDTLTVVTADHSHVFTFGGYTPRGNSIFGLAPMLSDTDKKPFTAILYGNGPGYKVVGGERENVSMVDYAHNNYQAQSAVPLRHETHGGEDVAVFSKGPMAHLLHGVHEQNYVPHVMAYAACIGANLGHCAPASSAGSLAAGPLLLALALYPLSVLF
# L major viab: Leishmania major promastigote growth inhibition; Leishmania major promastigotes, resazurin fluorescence viability; AID 1063; 200,000 compounds, 9% hits; inhibition, % at 10 µM; in the data active means inhibition above about 50%;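 further: promastigotes grown with compound for 44 hours at 28 °C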
# Diaphorase act: diaphorase activation or chemical reduction counter-screen | Diaphorase/resazurin coupled assay, resorufin fluorescence, 16 min; hits give high values; 1 = vehicle wells, 0 = NADH-free wells | activation factor at 20 µM | 190,000 compounds, 0.005% hits | AID 1229;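 active means diaphorase activity raised at least twofold by the compound at 20 µM; inactive means activation factor below 2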
#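 Material: Purified diaphorase enzyme from Clostridium kluyveri | Buffer or medium: 50 mM HEPES pH 7.4 with 4.542 mM MgCl2, 0.005% Tween 20 | Times: 16 min enzyme reaction, ambient temperature | Signal: Red resorufin fluorescence at 544/590 nm excitation/emission | Measure: Increased resorufin signal from activators or reducing compounds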
# TNAP inh hi DEA: TNAP (human) inhibition, high acceptor; purified TNAP, CDP-star luminescence, 1 M DEA; inhibition, % at 20 µM; 200,000 compounds, 0.03% hits; AID 1135;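 active means over 50% inhibition of tissue-nonspecific alkaline phosphatase at 20 µM in the single-dose screen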;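 further: plate controls were DMSO wells for no effect and EDTA-quenched wells as full inhibition for full effect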
# PMI activator: increases human mannose-6-phosphate isomerase activity; activation factor at 20 µM; 190,000 compounds, 0.005% hits; purified human PMI, coupled resazurin fluorescence, 20 min; hits give high values; 1 = vehicle control, 0 substrate-free wells;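 active means activation factor of 2 or more at 20 µM, relative to plate controls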
# Target sequence (P34949 whole entry, looked up): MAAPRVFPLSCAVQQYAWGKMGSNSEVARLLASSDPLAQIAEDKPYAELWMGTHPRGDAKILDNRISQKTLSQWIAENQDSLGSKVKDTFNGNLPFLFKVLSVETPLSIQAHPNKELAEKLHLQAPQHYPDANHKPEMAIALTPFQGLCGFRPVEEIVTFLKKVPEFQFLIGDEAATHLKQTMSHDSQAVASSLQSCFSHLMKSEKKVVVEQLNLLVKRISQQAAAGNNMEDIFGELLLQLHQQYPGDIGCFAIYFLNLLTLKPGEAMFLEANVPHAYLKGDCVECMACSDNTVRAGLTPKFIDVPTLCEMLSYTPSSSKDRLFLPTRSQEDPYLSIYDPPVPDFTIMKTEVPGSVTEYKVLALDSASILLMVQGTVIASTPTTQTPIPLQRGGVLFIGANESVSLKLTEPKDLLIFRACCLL
# bIAP inhibitor: blocks bovine intestinal alkaline phosphatase activity | purified bovine IAP, CDP-star luminescence, 30 min | inhibition, % at 20 µM | 190,000 tested, under 10 active;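 active means over 50% inhibition of intestinal alkaline phosphatase at 20 µM in the single-dose screen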
#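 test system = bovine IAP enzyme | medium = DEA buffer 100 mM, pH 9.8, with MgCl2 1.0 mM, ZnCl2 0.02 mM | detection = luminescence | dosing = single compound dose of 20 µM, 2% DMSO final | incubation = 30 min reaction at room temperature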
# TNAP act hi DEA: activators of human TNAP at high phosphate acceptor concentration | activation factor at 20 µM | 200,000 tested, under 10 active | purified TNAP, CDP-star luminescence, 1 M DEA, 30 min; hits give high values; 0 = EDTA background, 1 = DMSO-only activity | P05186;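 active means activation factor at least 2 at 20 µM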
#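 Dosing: 20 µM single point. System: human TNAP. Amount: TNAP 1/800 final. Incubation: 30 min, room temperature. Read-out: TNAP activation factor scaled between EDTA and DMSO control wells. Signal: luminescence from CDP-star hydrolysis. Medium: 1 M DEA, pH 9.8, Mg2+, Zn2+. Control set: EDTA negative control, DMSO positive control.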
# PMI act satM6P: activators of human phosphomannose isomerase at near-saturating mannose 6-phosphate. coupled PMI enzyme assay, resazurin fluorescence, 20 min; hits give high values; 1 = untreated enzyme, 0 = substrate-free blank. activation factor at 20 µM. 190,000 compounds, 0.34% hits;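 active means activation factor of 2 or more at 20 µM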
#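 Test system – human PMI in coupled enzyme assay · Timing – 20 min incubation at room temperature · Detection – Diaphorase-driven resazurin-to-resorufin fluorescence, excitation 544, emission 590 nm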
# Diaph inh CS: inhibits diaphorase or chemically oxidizes, flagging diaphorase assay artifacts; diaphorase resazurin-to-resorufin fluorescence, NADH, 16 min; bacterial (C. kluyveri) enzyme, not human; inhibition, % at 20 µM; 190,000 compounds, 0.69% hits; AID 1217;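 active means primary screen inhibition at 20 µM above a set limit, cut at about 50% in these data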;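 further: plate controls were DMSO with full reaction for no effect and wells lacking NADH for full effect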
#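 Assay system – diaphorase enzyme from Clostridium kluyveri · Amount – diaphorase 0.14 U/mL (working solution) · Times – reaction incubation of 16 min at room temperature · Controls – No-NADH positive control and DMSO neutral control · Signal – resorufin fluorescence 544/590 nm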
# * = called active by the depositor; x = no result given.
# Values run as follows: bIAP activator	TNAP inh no acc	L major viab	Diaphorase act	TNAP inh hi DEA	PMI activator	bIAP inhibitor	TNAP act hi DEA	PMI act satM6P	Diaph inh CS
CC(C)NC(=O)c1ccccc1NC(=O)CS(=O)(=O)Cc1ccccc1
  1	-9.9	-0.5	1.1	-10.7	1.1	-0.5	1.1	1.1	-5.2
CCOC(=O)C1=C(c2ccccc2)OC(N)=C(C#N)C1c1ccc(Cl)s1 (stereo unspecified)
  0.9	-7.8	10.7	0.9	-2.6	1.1	8.7	1	0.9	6.1
COc1ccc(C)cc1S(=O)(=O)N(CC(N)=O)Cc1ccccc1
  0.9	4.9	-4.5	0.9	0.5	0.8	7.9	1	0.8	11.3
COc1cc(/C=N/NC(=O)c2ccoc2C)ccc1O
  0.9	2.3	-8.8	0.8	-1.5	0.9	5.0	1	0.8	24.3
CC1(C)CC(=O)C2=C(C1)OC1OC(=O)CC21C (stereo unspecified)
  1.1	-4.6	-7.8	1	2.6	1	-9.0	1	1	2.1
CCC(=O)Nc1ccc(-c2nn3c(C)nnc3s2)cc1C
  1	-8.0	-6.0	1	-1.2	0.8	0.3	1	0.9	4.1
CC(=O)NC1(C(F)(F)F)C(=O)NC(C)=C1C#N (stereo unspecified)
  1	-10.9	-5.5	1	-5.0	1	0.7	1.1	1	-1.1
COc1ccccc1CNC(=O)c1cccc(S(=O)(=O)N2CCN(C)CC2)c1
  1.2	-9.7	-7.1	1	-7.4	1	-21.7	1.1	1	0.0
O=C(c1nn(Cc2ccccc2)c(=O)c2ccccc12)N1CCN(C/C=C/c2ccccc2)CC1
  0.9	-5.7	21.4	0.9	-2.0	0.9	5.5	1	0.9	12.1
C/C(=N\OC(=O)c1ccccc1F)c1nccs1
  1	-5.3	-3.7	1	0.7	1	1.6	1	1.1	2.9
CCCn1ncc(CN2CCN(Cc3ccsc3)C(CCO)C2)c1C (stereo unspecified)
  1	-9.1	-3.8	0.8	-6.6	1	0.3	1.1	0.9	16.7
Cc1ccccc1-n1nnnc1SCc1csc(-c2ccccc2)n1
  0.5	11.3	12.0	0.8	-3.1	0.9	x	1	0.9	21.4
CC(C)CC(COCc1ccc([N+](=O)[O-])cc1)N1CCN(C(=O)c2ccc(C(F)(F)F)cc2)CCC1=O (stereo unspecified)
  1.2	-0.9	25.4	1	-1.6	1	-17.0	1	1	2.8
Cc1ccc2ccc(C(Nc3ccccn3)c3ccccc3)c(O)c2n1 (stereo unspecified)
  1.5	-40.0	99.6*	0.7	-17.0	0.9	-48.0	1.2	0.9	32.0
CCN1CCN(C(=O)CN(Cc2ccccc2)S(C)(=O)=O)CC1
  0.9	-12.0	-4.7	0.8	-4.9	0.9	10.7	1	0.9	15.4

# As entered above.
# Diaph inh CS, CC(C)NC(=O)c1ccccc1NC(=O)CS(=O)(=O)Cc1ccccc1 is entered as -5.2
# L major viab, CC(C)CC(COCc1ccc([N+](=O)[O-])cc1)N1CCN(C(=O)c2ccc(C(F)(F)F)cc2)CCC1=O (stereo unspecified) is entered as 25.4

# New compounds follow:
# Values run as follows: bIAP activator	TNAP inh no acc	L major viab	Diaphorase act	TNAP inh hi DEA	PMI activator	bIAP inhibitor	TNAP act hi DEA	PMI act satM6P	Diaph inh CS
Cc1ccc2nc(/C(C#N)=C\c3ccc(Oc4ccc(C(F)(F)F)cc4[N+](=O)[O-])cc3)[nH]c2c1
  0.9	-14.3	29.9	0.9	-1.1	1	6.0	1	1	5.7
COc1cc(S(=O)(=O)N2CCCCC2)ccc1NC(C)=O
  0.9	-18.6	-7.2	0.9	-3.0	0.9	7.8	1	1	14.8
CCOc1ccc(N2CC(=O)Nc3ccccc3NCC2=O)cc1
  0.9	0.6	5.2	0.8	-5.9	0.9	8.1	1.1	0.8	19.6
Brc1ccc(N=Cc2ccccn2)cc1
  0.5	-1.9	4.3	1	2.3	1.1	45.8	1	1.1	0.1
Cc1cc(C)cc(NC(=O)CC23CC4CC(C2)CC(n2nnc(C)n2)(C4)C3)c1
  1	-21.4	45.7	0.9	3.2	0.8	2.6	1	0.9	13.1
Cc1cccc(Sc2ccc([N+](=O)[O-])cc2[N+](=O)[O-])n1
  0.9	-6.1	47.5	1	-2.0	1.1	10.3	1	1	4.1
N#C/C(=N\Nc1cc(Cl)cc(Cl)c1)c1nnc2n1CCCCC2
  1	3.8	2.5	0.8	8.7	0.8	1.6	0.9	0.9	22.7
CCOC(=O)c1ccc(Nc2cc(C)nc(C)c2C(=O)OCC)cc1
  0.9	-7.4	25.6	0.9	-3.4	1	7.6	1	1	7.6
CCCCC(=O)OCc1nc(N)nc(Nc2ccccc2C)n1
  0.9	-6.2	62.7*	0.9	-1.3	0.9	10.5	1	0.9	7.3
Cc1ccc(O)c(NC(=O)CCC2CCCCC2)c1
  0.9	-7.4	-3.4	1	-3.3	1	9.2	1	1	1.4
Cn1ncc([N+](=O)[O-])c1C(=O)N/N=C/c1c[nH]c2ccccc12
  0.9	-6.6	-3.7	1.1	-4.3	1	6.6	1	1	-13.0
Cc1ccc(C(=O)Nc2cccc(-c3cnc4ccccc4n3)c2)cc1
  1.1	-3.4	-2.1	1	1.8	0.9	-5.0	1	0.9	-0.4
Cc1cc2nc(/C(C#N)=C/c3ccncc3)[nH]c2cc1C
  1.1	-13.3	29.4	0.9	1.4	1	-7.4	1	0.8	8.8
CCc1ccc(O)c(N=Cc2cccc(C)c2O)c1
  0.9	-19.1	5.6	0.7	0.3	0.8	11.2	1	0.8	31.9
S=C(NCc1ccccc1)NCC1COc2ccccc2O1 (stereo unspecified)
  0.5	-9.8	1.3	0.9	-6.9	1	46.3	1.1	1	12.1
CCO[C@@H]1OC(C(=O)N2CCN(Cc3ccccc3)CC2)=C[C@H](C)[C@H]1CCCO
  1.1	-3.0	-9.3	1.1	-3.0	1	-10.0	1	1.1	-11.9
O=C(CC1c2ccccc2Oc2ccccc21)NCc1ccco1
  0.9	-10.9	6.0	0.9	-4.0	1	13.4	1	1	12.8
O=c1c2sc3nc(N4CCOCC4)c4c(c3c2nnn1Cc1ccccc1)CCCC4
  0.9	-2.8	38.4	0.9	1.5	1	9.1	1	0.9	5.0
CC1(C)CC(NC(=O)c2sc3cc(Cl)ccc3c2Cl)CC(C)(C)N1
  1.1	-57.8	100.5*	1	-2.4	0.9	-5.3	1	0.9	3.2
Cc1cc2ccccc2c(=O)n1CC(=O)NC1CCCCCC1
  0.8	-10.9	-3.3	0.8	-4.2	0.9	18.7	1	0.9	18.9
CC(C)(C)c1nnc2sc(SCC(=O)c3cccs3)nn2c1=O
  0.9	-9.3	9.6	0.9	-5.5	1.3	5.7	1.1	1.4	7.4
Cc1ccccc1-c1nn(-c2ccc(F)cc2F)cc1CNC1CC1
  1	-15.0	7.0	0.9	-11.2	0.9	4.7	1.1	0.9	14.9
O=C(CN1CCN(CCOCCO)CC1)N1c2ccccc2Sc2ccc(Cl)cc21
  1.2	-11.9	19.2	0.8	-2.8	0.9	-19.4	1	1	15.8
CCc1c(C)nc(Nc2nc(C)c3cc(OC)ccc3n2)[nH]c1=O
  1.6	-28.1	98.4*	1.1	-4.3	0.9	-55.9	1	0.9	-8.2
CC(=O)N1CCN(c2ccc([N+](=O)[O-])c(NCC3CCCO3)c2)CC1 (stereo unspecified)
  0.8	9.1	-2.8	0.8	13.8	0.7	24.2	0.9	0.6	23.3
CCCCCCCC(=O)NNC(=O)CC(=O)Nc1ccccc1C(=O)O
  1	-6.1	-6.5	0.9	1.5	1	1.2	1	1	10.7
Cc1cc(C)n(C/C=C/Cn2nc(C)cc2C)n1
  0.9	-13.5	-5.9	0.9	-5.4	1	5.0	1.1	1	6.9
COc1ccc(N2CCN(C(=O)CSc3nnc4c(C)cc5c(C)cc(C)cc5n34)CC2)cc1
  1.1	0.0	43.5	0.6	1.0	0.8	-11.0	1	0.8	43.7
CCC(=O)OCc1c(C(F)(F)F)nn(C)c1Oc1cccc(C(F)(F)F)c1
  1	1.2	-3.1	1	2.4	1	-0.7	1	1	-2.5
CC(C)(C)NC(=O)C(c1ccncc1)N(C(=O)Cn1nnc(-c2ccc(F)cc2)n1)c1ccccc1F (stereo unspecified)
  1.2	2.9	1.6	1.1	-4.0	1	-19.9	1	1	-7.6
COC(=O)CCN(C(=O)c1cccc(OC(C)=O)c1)c1ccccn1
  0.9	-6.9	3.0	1	-5.7	1.1	12.5	1.1	1.1	1.2
COc1ccc(C2c3c(ccc4ccccc34)Oc3ncn4nc(-c5ccco5)nc4c32)cc1 (stereo unspecified)
  0.7	-8.7	31.4	1	0.5	1	30.6	1	1.1	3.9
COCCCn1c(SCC(=O)O)nc2cc(OC)c(OC)cc2c1=N
  1	-10.4	4.6	0.9	-2.8	1	1.1	1	1	11.4
COc1ccc(C(CC(=O)O)NC(=O)c2ccccc2)cc1OC (stereo unspecified)
  1	-12.3	-4.8	0.8	-7.6	1	3.5	1.1	1	15.5
O=C(CN1C(=O)c2ccccc2C1=O)Nc1cc([N+](=O)[O-])ccc1O
  0.8	0.0	-8.1	0.9	12.0	1.1	15.3	0.9	0.9	5.3
CCCOc1ccc(N2C(=O)CC(NCCc3ccc(S(N)(=O)=O)cc3)C2=O)cc1 (stereo unspecified)
  1	-4.2	-8.4	1	-6.1	1	2.7	1.1	1	0.5
CC(=O)Nc1nc(C(=O)O)cs1
  1	-8.9	-8.5	0.8	-1.6	1	-0.6	1	0.9	15.6
COC(=O)C(CC(C(=O)OC)C(=O)OC)C(=O)OC
  1.1	6.6	-5.2	0.9	0.5	1	-5.6	1	1	8.9
O=C(NCCCn1ccnc1)C(=O)NCC(c1ccco1)N1CCN(c2ccc(F)cc2)CC1 (stereo unspecified)
  1.1	-5.7	-4.2	1	-0.2	1	-6.8	1	1.1	4.1

# Compounds above that contain a furan ring, fused or not:
# Values run as follows: bIAP activator	TNAP inh no acc	L major viab	Diaphorase act	TNAP inh hi DEA	PMI activator	bIAP inhibitor	TNAP act hi DEA	PMI act satM6P	Diaph inh CS
COc1cc(/C=N/NC(=O)c2ccoc2C)ccc1O
  0.9	2.3	-8.8	0.8	-1.5	0.9	5.0	1	0.8	24.3
O=C(CC1c2ccccc2Oc2ccccc21)NCc1ccco1
  0.9	-10.9	6.0	0.9	-4.0	1	13.4	1	1	12.8
COc1ccc(C2c3c(ccc4ccccc34)Oc3ncn4nc(-c5ccco5)nc4c32)cc1 (stereo unspecified)
  0.7	-8.7	31.4	1	0.5	1	30.6	1	1.1	3.9
O=C(NCCCn1ccnc1)C(=O)NCC(c1ccco1)N1CCN(c2ccc(F)cc2)CC1 (stereo unspecified)
  1.1	-5.7	-4.2	1	-0.2	1	-6.8	1	1.1	4.1

# Screening results: PubChem BioAssay, several laboratories

# Random draw from the library, and some 10% of all compounds hit somewhere here.
